Mito fusion yeast: mitochondrial division inhibition or fusion activation; Potency, µM (doses to about 46.1 µM), for inactives: at the highest dose growth rescue (activation), hits mostly activators; 320,000 tested, 0.23% active; S. cerevisiae fusion-defective mutant growth rescue, CellTiterGlo 48 h; AID 485298;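 further: potency means the concentration at half of the fitted maximal effect; % of control where 0% means no effect; nearly all actives have a fitted effect of over 45% in size; temperature-sensitive fusion mutants such as fzo1-1 at 37 °C on non-fermentable ethanol glycerol medium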
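Compounds are tested for their ability to restore growth of mitochondrial fusion-defective yeast strains at non-permissive 37C in YPEG medium over 48 hours. Viability is quantified by luciferase luminescence.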
Tb PFK inh: blocks T. brucei phosphofructokinase; T. brucei PFK, ADP-Glo luminescence; Potency, µM (series often up to 57.5 µM), for the others: at the highest dose activity, negative = inhibition, most hits filed as inhibitors; 330,000 tested, 0.17% active; O15648;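 further: potency means the concentration at half of the fitted maximal effect; 0% = uninhibited 1x PFK enzyme wells and -100% = no-enzyme wells; nearly all actives have a fitted effect of over 60% in size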
Target sequence (O15648 whole entry, looked up): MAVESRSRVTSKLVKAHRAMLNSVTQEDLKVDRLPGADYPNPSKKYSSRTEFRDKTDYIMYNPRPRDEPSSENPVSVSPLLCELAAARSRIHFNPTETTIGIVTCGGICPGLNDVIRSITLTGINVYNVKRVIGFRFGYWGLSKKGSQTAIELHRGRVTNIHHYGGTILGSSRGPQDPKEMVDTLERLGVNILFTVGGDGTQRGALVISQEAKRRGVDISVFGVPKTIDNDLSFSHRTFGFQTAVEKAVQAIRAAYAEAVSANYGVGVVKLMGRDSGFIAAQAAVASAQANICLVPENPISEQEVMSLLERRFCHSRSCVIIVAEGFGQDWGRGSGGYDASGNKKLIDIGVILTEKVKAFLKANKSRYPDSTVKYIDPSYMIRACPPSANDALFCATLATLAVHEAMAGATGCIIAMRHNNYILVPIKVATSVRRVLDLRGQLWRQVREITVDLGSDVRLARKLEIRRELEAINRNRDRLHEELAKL
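Compounds were pin-transferred as a titration series up to 57 uM into substrate buffer (0.5 mM F6P, 0.1 mM ATP, pH 8.0), then 1.25 nM PFK was added and reactions ran 45 min before ADP-Glo detection.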
ELG1 repair inh: ELG1-dependent DNA repair inhibition; 330,000 tested, 2.3% active; AID 504467; HEK293T ELG1-luciferase reporter, luminescence, 16 h; DNA damage induced by 5-fluorouridine; Potency, µM (series often up to 46.1 µM), for the others: at the top dose activity change, negative = inhibition, actives largely listed as inhibitors; further: potency means the concentration at half of the fitted maximal effect; on the % scale 0 is the no-effect control and ±100 the full control effect; nearly all actives have a fitted effect of over 55% in size
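5-Fluorouridine DNA damage + compound/DMSO, 2,000 cells/well, 16 h, 37 °C/5% CO2. ONE-Glo, 30 min RT, luminescence. Readout = decrease in reporter signal.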
AT treatment: potential ataxia-telangiectasia treatment. […] A-T fibroblasts, KAP-1 phosphorylation AlphaLISA; neocarzinostatin DNA damage 30 min before lysis. Potency, µM (doses to about 57.5 µM), for inactives: at the highest dose activation, most hits filed as activators. 320,000 tested, 0.19% active; further: potency means the concentration at half of the fitted maximal effect; % of control where 0% means no effect; nearly all actives have a fitted effect of over 45% in size
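hTERT-immortalized A-T patient fibroblasts ([…]), 500 cells/well in OPTI-MEM, 1% FBS, got compounds for 60 min, then NCS for 30 min at 37C. Lysates were then assayed for phospho-KAP-1 by AlphaLISA (anti-pKAP1 donor, anti-KAP1 acceptor beads), 6 hr at 25C.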
BCR signal inh: inhibitors of chronic active B-cell receptor signaling. AID 493014. 340,000 tested, 0.05% active. ABC-DLBCL IkBa-CBG/CBR reporter, luminescence ratio, 4 h. Potency, µM (series often up to 46.1 µM), for inactives: at the top dose ratio change, negative = lower green/red ratio, usual class: inhibitors; active means well fitted inhibition curve with a large enough effect in the signal ratio, with a control signal flat, not every such curve was filed as active; inconclusive means small, poorly fitted or top-dose-only effect, or effect the other way, or a change in a side signal; the % refers to the signal ratio;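 further: potency means the concentration at half of the fitted maximal effect; plate controls were basal doxycycline-induced cells for no effect and cells given 10 µM MG132 for full effect; MG132 reads +100%, hits lower the ratio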
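Cell line TMD8 (human ABC DLBCL), stably expressing tet-inducible CBG68-IkBa fusion and CBR; IMDM/0.5% FBS; cpd up to 46 uM; dox induction, 4 h, 37C/5% CO2; dual luminescence; green/red ratio; MG132 control.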
Integrin act MD: activators of alpha7 integrin expression for muscular dystrophy; alpha7betagal myoblasts, beta-gal FDG fluorescence, 48 h; Potency, µM (series often up to 38.3 µM), for the others: top-dose activation, usual class: activators; 350,000 tested, 0.064% active;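 further: potency means the concentration at half of the fitted maximal effect; 100% = response of the positive control SU9516; nearly all actives have a fitted effect of over 60% in size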
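Alpha7betagal+/- myoblasts (passage 13) were plated 16-24 hr, then exposed to compounds (1:260 dilution of DMSO stock) for 48 hours at 37C. After MPER lysis, β-galactosidase reporter activity was read as FDG fluorescence (ex 480/em 540) after 30 minutes.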
TSG101-PTAP inh: blocks PTAP/TSG101 interaction to inhibit HIV-1 budding; Q99816; Fluorescence polarization, FITC-PTAP peptide / Tsg101 binding; Potency, µM (series often up to 115 µM), for the others: top-dose activity change, negative = inhibition, hits mostly inhibitors; 340,000 tested, under 10 active; AID 493005; active means well fitted inhibition curve with a large enough effect in the main read-out, with a control signal flat, not every such curve was filed as active; inconclusive means small, poorly fitted or top-dose-only effect, or effect the other way, or a change in a side signal; inactive means no such curve, though single readings can be large or run the other way; further: potency means the concentration at half of the fitted maximal effect; % of control where 0% means no effect
Target sequence (Q99816 whole entry, looked up): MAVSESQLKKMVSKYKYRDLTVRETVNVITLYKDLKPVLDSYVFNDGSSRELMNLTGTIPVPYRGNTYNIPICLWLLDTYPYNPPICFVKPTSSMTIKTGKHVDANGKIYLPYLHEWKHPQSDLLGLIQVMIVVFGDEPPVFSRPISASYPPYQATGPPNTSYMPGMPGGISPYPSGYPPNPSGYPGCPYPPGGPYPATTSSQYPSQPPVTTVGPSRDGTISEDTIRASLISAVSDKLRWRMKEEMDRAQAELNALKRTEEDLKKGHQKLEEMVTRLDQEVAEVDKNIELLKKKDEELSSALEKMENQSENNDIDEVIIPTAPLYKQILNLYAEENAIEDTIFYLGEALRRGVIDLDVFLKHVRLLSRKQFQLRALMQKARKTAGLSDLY
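Steps: Tsg101 binding domain dispensed (10 uM final), compounds pinned in DMSO, FITC-labeled PTAP-motif peptide added (50 nM final); after 20 min binding at room temperature, polarization measured.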
TSHR antagonist: human thyrotropin receptor antagonism | P16473 | activity change, negative = inhibition, % at 11.5 µM | 330,000 tested, 0.2% active | TSHR-expressing cells, TSH-stimulated cAMP HTRF, 2 h; active compounds read low | AID 504810;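 active means activity change below a set negative limit, meaning inhibition stronger than a set level, cut at about -70% in these data; inconclusive means activity change between two set negative limits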; further: on the % scale 0 is the no-effect control and ±100 the full control effect
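Cell-based HTRF cAMP assay; TSHR cells + compound, TSH EC80 (4nM final), 2 h, 37 deg C. Lysis with anti-cAMP cryptate and cAMP-d2, 30 min RT, read 665/620 nm.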
Eya2 inh: blocks the phosphatase activity of human Eya2; O00167; recombinant Eya2, OMFP fluorescence dephosphorylation (OMFP is methylfluorescein phosphate); Potency, µM (highest dose often 76.9 µM), inactives show at the top dose activity, negative = inhibition, most hits filed as inhibitors; 330,000 tested, 0.006% active; AID 488837; further: potency means the concentration at half of the fitted maximal effect; on the % scale 0 is the no-effect control and ±100 the full control effect
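Eya2 protein (added as 0.2 uM solution) was preincubated with compound for 10 min at ambient temperature in 50 mM HEPES pH 7.5, 50 mM NaCl, 5 uM MgCl2, 0.05% BSA, 1 mM DTT. OMFP (added at 50 uM) then reacted 10 min; fluorescence read at 485/525 nm.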
TCR act: activates T cell receptor signaling; 330,000 tested, under 10 active; AID 504894; primary human leukocytes, anti-CD3, IL-2 HTRF, 48 h; Potency, µM (top dose mostly 9.22 µM), inactives show at the top dose activation of IL-2 secretion, most hits filed as activators; further: % of control where 0% means no effect
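IL-2 release read by HTRF sandwich (Eu cryptate donor, d2 acceptor, 665 nm emission) after 48 hr exposure of primary human leukocytes to compound together with anti-CD3 beads in the absence of co-stimulatory signals.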
S-ASM inh: blocks human secretory acid sphingomyelinase | P17405 | placental ASM, HMU-PC fluorogenic substrate, 60 min | Potency, µM (series often up to 57.5 µM), for inactives: at the highest dose activity change, negative = inhibition, actives largely listed as inhibitors | 340,000 tested, 0.006% active | AID 504937; further: potency means the concentration at half of the fitted maximal effect
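Human placenta-derived ASM preincubated with compound 10 min at room temperature, then reacted with 9 uM (final) fluorogenic HMU-PC substrate for 60 min at 37 C. Stop solution raises pH to 10; fluorescence read at Ex 386/Em 447 nm.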
* hit, by the source's call; ? = inconclusive; / = no result given; [ ] = another dose, or the depositor's remark. Unless noted, the call rests on the fitted dose curve; in most records, active means well fitted curve in the direction sought with a large enough effect; inconclusive means small, poorly fitted or top-dose-only effect, or another doubt; inactive means no such curve, though single readings can be large; an effect the other way counts as inactive or inconclusive. Random draw from the library. About 3.2% of those tested had a hit in this group.

item	SMILES	Mito fusion yeast	Tb PFK inh	ELG1 repair inh	AT treatment	BCR signal inh	Integrin act MD	TSG101-PTAP inh	TSHR antagonist	Eya2 inh	TCR act	S-ASM inh
1	Cc1ccc(N(CC(O)Cn2c3ccccc3c3ccccc32)S(C)(=O)=O)cc1 (stereo not given)	0%	-6%	?	0%	?	-1%	-2%	8	-19%	1%	-16%
2	Cn1c(=O)c2c(nc(NCCCN3CCOCC3)n2Cc2ccc(Cl)cc2Cl)n(C)c1=O	-1%	-9%	4%	6%	-2%	/	/	0	-3%	/	/
3	CCCS(=O)(=O)c1ccc(COC(=O)Cc2ccc([N+](=O)[O-])cc2)cc1	-3%	-2%	1%	-1%	4%	-12%	-1%	-5	-5%	-31%	-1%
4	O=C1/C(=C/c2ccco2)SC(=S)N1C1CCS(=O)(=O)C1 (stereo not given)	?	-26%	-14%	3%	?	-11%	-1%	-24	-7%	3%	-8%
5	O=C(NCCN1CCN(c2ccccc2F)CC1)C1CCCN(S(=O)(=O)c2cnc[nH]2)C1 (stereo not given)	1%	2%	1%	6%	8%	-19%	-5%	9	-21%	1%	0%
6	CCOC(=O)c1sc(NC(=S)NC(=O)c2ccco2)nc1C	3%	15%	?	-1%	?	5%	-2%	-1	-2%	-22%[46.1 µM]	0%
7	COc1ccccc1N1CCN(CCNC(=O)Nc2cccc(C)c2C)CC1	-7%	-6%	-16%	-5%	?	-23%	-2%	8	-14%	2%	4%
8	CC(=O)CCC(=O)N1CCCC(CNC(=O)c2ccc(-c3ccccc3)cc2)C1 (stereo not given)	1%	1%	14%	5%	0%	28%	0%	-3	4%	-3%	-2%
9	CCc1ccc2nc(NC(=O)C3CCN(c4ncnc5sc(C)c(C)c45)CC3)sc2c1	7%	3%	?	1%	?	?	-3%	4	17%	3%	-17%
10	CN(C[C@H](Cc1ccccc1)N(C[C@H](Cc1ccccc1)N(CCC(C)(C)C)N=O)N=O)N=O	-7%	1%	3%	0%	-12%	24%	-8%	-14	-2%	1%	-1%
11	O=S(=O)(c1cccc(Cl)c1)N1CCSc2ccccc21	2%	-3%	?	11%	9%	8%	0%	-27	14%	18%	-2%
12	COc1ccc(-n2c(=O)c3c4c(sc3n(CC(N)=O)c2=O)CCCCC4)cc1	3%	2%	-12%	12%	-3%	-17%	1%	6	2%	4%	-5%
13	COCC(=O)N/N=C(\C)CC(=O)NCc1ccco1	-7%	-5%	-13%	0%	4%	-2%	-3%	-6	-2%	1%	2%
14	O=C(CSc1ccccc1)NCCc1ccccc1	1%	-2%	?	-5%	?	-35%	-5%	-12	-8%	3%	1%
15	CCc1ccc(S(=O)(=O)NC(=S)NC2CCCCC2)cc1	13%	5%	-27%	-6%	5%	32%	-2%	-5	-13%	1%	4%
16	CN(C)CCCN1C(=O)c2cccc3c(Br)ccc(c23)C1=O	-3%	2%	?	1%	?	-64%[inhibitor]	?	0	11%	-2%	1%
17	CC(C)CNS(=O)(=O)c1ccc(CCC(=O)N2CCN(c3ccc(F)cc3)CC2)cc1	0%	0%	12µM*	1%	?	-5%	-5%	-3	-3%	10%	1%
18	Cc1cc2ncn(S(=O)(=O)N(C)C)c2cc1C	0%	2%[0.46 µM]	2%	6%	-10%	0%	-7%	13	-4%	7%	1%
19	CCCN1C(=O)/C(=C/c2c(NCCCOC(C)C)nc3c(C)cccn3c2=O)SC1=S	0%	-1%	-5%	0%	6%	21%	?	14	3%	1%	0%
20	Cc1nn2c(c1-c1ccccc1)N=C(c1ccco1)CC2c1ccccc1 (stereo not given)	15%	2%	-1%	1%	?	7%	-5%	0	-5%	/	-8%
21	O=C(Cn1c(=O)c2ccccc2n(CC(=O)N2CCCCC2)c1=O)N1CCCCC1	-5%	7%	0%	0%	5%	0%	-1%	15	-4%	-6%	1%
22	COc1ccc(NC(=O)CSc2nncc3ccccc23)cc1	-11%	1%	12%	3%	?	-10%	-4%	-5	-23%	4%	3%
23	O=C(O)CSc1c(-c2cccs2)[nH]c2ccccc12	25%	8%	20%	-8%	0%	7%	-2%	-2	14%	2%[46.1 µM]	13%
24	Cc1cccc(OCc2nnc(SCC(=O)O)n2-c2ccccc2)c1	1%	0%	-1%	10%	5%	3%	-8%	-12	4%	-15%	0%
25	N#CCC(=O)N/N=C/c1ccc(Cl)cc1	3%	-6%	?	/	?	3%	-6%	4	-1%	6%	1%
26	CCOC(=O)c1c(NC(=S)NCc2ccccc2)sc2c1CCN(C(=O)OCC)C2	4%	6%	?	4%	0%	9%	-2%	-6	-14%	-4%	-8%
27	Cc1cccc(C)c1NC(=O)CN(C)C(=O)C1CCCCC1	0%	2%	17%	-5%	-2%	28%	0%	7	-7%	2%	8%
28	CNS(=O)(=O)c1ccc(CCC(=O)N2CCN(c3ccccc3OC)CC2)cc1	8%	0%	?	19%	?	-17%	-5%	13	5%	3%	0%
29	Cc1csc(N(C(=O)c2cccc(S(=O)(=O)N3CCCC3)c2)c2ccccc2)n1	-2%	-9%	21µM*	/	?	-7%	0%	/	10%	-1%	1%
30	CCOC(=O)N1CCN(Cc2nc(CC3CC3)no2)CC1	0%	0%	?	-9%	3%	?	0%	8	-1%	-4%	1%
31	CC1CCc2ccccc2N1C(N)=Nc1ccccc1 (stereo not given)	0%	-4%	-16%	-2%	-11%	?	1%	6	6%	-2%	6%
32	COc1cc(OC)cc(-c2nc3ccccc3c(=O)n2NC(=O)c2cccnc2Cl)c1	-4%	0%	-1%	0%	?	16%	0%	11	-6%	-1%	3%
33	CCS(=O)(=O)CCSc1nc(C)cc(C)c1C#N	1%	-1%	22%	14%	-1%	1%	-6%	1	11%	4%	1%
34	COc1ccccc1NC(=S)NC(C)C(c1cccs1)N1CCOCC1 (stereo not given)	3%	-4%	-2%	0%	-1%	0%	-1%	2	7%	2%	5%
35	CN(C(=O)CSc1nnc(-c2ccncc2)n1Cc1ccccc1)C1CCS(=O)(=O)C1 (stereo not given)	-6%	-9%	8%	22%	2%	/	/	3	-8%	/	/
36	CCc1cc2c(N=Nc3c(O)[nH]c4ccccc34)ncnc2s1	-1%	0%	9%	0%	-3%	-18%	22%	11	-4%	-4%[46.1 µM]	-6%
37	O=c1[nH]c2c(Br)cnc([N+](=O)[O-])c2[nH]1	0%	2%	12%	-8%	6%	-6%	-3%	-2	4%	2%	0%
38	O=C(CN1C(=O)COc2ccccc21)NCCC1=CCCCC1	5%	-10%	9%	-6%	?	4%	-11%	0	3%	-7%	-1%
39	COc1ccc(NC(=O)CNC(=O)Cn2cnc3sc4c(c3c2=O)CCCC4)cc1OC	-9%	0%	27%	-4%	-9%	22%	0%	-3	7%	-3%	0%
40	CCC(C(=O)NC1CCCCC1)n1c(SCc2ccccc2F)nc2ccncc21 (stereo not given)	0%	-1%	?	6%	0%	-19%	-5%	-7	-10%	0%	-2%
41	CCOC(=O)c1cc2c(ccn2C)n1CC(=O)N1CCN(c2ccccc2)CC1	-3%	2%	-16%	6%	0%	-12%	-9%	20	1%	7%	-5%
